Compound activity from PubChem.
APJ antag – antagonists of human APJ apelin receptor; CHO-K1 APJ beta-arrestin complementation, luminescence; inhibition, % at 20 µM; 330,000 compounds, 0.32% hits; AID 2521;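 active = inhibition above about 40% at 20 µM, limit read from the data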;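 note: cells challenged with 10 nM apelin-13 agonist together with compound; plate controls were apelin-13 plus DMSO wells for no effect and DMSO wells lacking apelin-13 for full effect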
Target sequence (P35414 whole entry, looked up): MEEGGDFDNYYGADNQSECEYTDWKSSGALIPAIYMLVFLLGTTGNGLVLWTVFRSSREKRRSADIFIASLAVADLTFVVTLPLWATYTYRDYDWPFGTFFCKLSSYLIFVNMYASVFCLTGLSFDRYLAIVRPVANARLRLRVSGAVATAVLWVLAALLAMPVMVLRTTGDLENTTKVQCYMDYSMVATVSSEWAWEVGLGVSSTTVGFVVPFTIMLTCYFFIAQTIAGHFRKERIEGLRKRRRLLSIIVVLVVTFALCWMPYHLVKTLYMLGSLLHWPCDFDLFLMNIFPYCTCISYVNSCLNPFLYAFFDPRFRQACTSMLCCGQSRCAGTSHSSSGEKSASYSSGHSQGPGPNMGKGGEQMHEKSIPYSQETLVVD
MPTP inh – inhibitors of mitochondrial permeability transition pore | isolated mouse mitochondria, Ca2+ swelling absorbance, 30 min | inhibition, % at 10 µM | 360,000 compounds, 1.4% hits;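 active = inhibition of 50% or more, scaled per plate between neutral and stimulator controls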;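 note: 0% = DMSO wells given calcium and 100% = 1 mM EGTA wells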
TIM10 inh – TIM10 yeast growth inhibition | S. cerevisiae TIM10 strain growth, BacTiter-Glo luminescence, 24 h | inhibition, % at 10 µM | 330,000 compounds, 1.4% hits | AID 463195;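 active = inhibition of 40% or more at the single tested concentration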;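 note: wild-type TIM10 isogenic control strain grown at permissive 25 °C; 0% = DMSO yeast wells and 100% = minimal medium wells without yeast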
APJ ag – activates the human apelin receptor APJ | AID 2520 | activation, % at 20 µM | CHO-K1 APJ PathHunter beta-arrestin, luminescence; 0% DMSO wells, 100% apelin | 330,000 compounds, 0.11% hits | P35414;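 active = activation more than six SD over the plate average, tested at 20 µM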;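 note: 0% = DMSO alone and 100% = apelin-13 at 10 nM; some results filed as inactive read as strong as hits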
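Assay system: engineered CHO-K1 APJ arrestin reporter cells; Amount: 1000 CHO-K1 reporter cells seeded per well; Dosing: one dose, 20 µM compound, 1% DMSO; Times: compound stimulation 90 min at 25 °C, detection 60 min; Measured by: luminescent beta-gal fragment complementation, chemiluminescent substrate; Read-out: APJ–arrestin association signal; Controls: DMSO vs Apelin-13 10 nM.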
beta cell repl – MIN6 beta-cell proliferation induction. MIN6 cells proliferation, ATPlite luminescence, 48 h; cells starved in 0.2% serum; 100% = growth in 10% serum. proliferation, % at 10 µM. 330,000 compounds, 0.29% hits;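 active = compounds whose signal lies at least 3.5 SD above the mean of all wells on their plate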;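 note: 0% = DMSO-treated cells in low-serum medium and 100% = 10% serum control; some compounds called inactive have numbers as strong as hits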
NLRP3 yeast inh – blocks the NALP3 inflammasome reconstituted in yeast; Yeast reconstituted NLRP3/ASC/caspase-1, beta-gal luminescence, 24 h; inhibition, % at 10 µM; AID 2825; 330,000 compounds, 0.39% hits;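 active = inhibition of 50% or more; inactive = inhibition below 50%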;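 note: plate controls were induced DMSO wells for no effect and uninduced yeast grown without galactose for full effect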
GRIN3A LBD mod – NR3A (human) ligand-binding domain modulation | NR3A LBD differential scanning fluorimetry, Tm shift; 0% = protein alone, 100% = glycine-bound protein | Tm shift relative to glycine control, % at 25 µM | 340,000 compounds, 2.5% hits;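 active = melting temperature shift of at least 10% of the positive control shift, at one fixed dose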
tim23-1 inh – tim23-1 yeast growth inhibition. S. cerevisiae tim23-1 growth, BacTiter-Glo luminescence, 24 h. inhibition, % at 20 µM. 330,000 compounds, 1.3% hits;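 active = growth inhibition of the mutant yeast at or above 50%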;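 note: temperature-sensitive mutant grown at 25 °C; plate controls were DMSO-treated mutant yeast for no effect and medium wells lacking yeast for full effect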
tim10-1 inh – growth inhibitors of tim10-1 mutant yeast; S. cerevisiae tim10-1 ts strain growth, BacTiter-Glo, 24 h; inhibition, % at 20 µM; 330,000 compounds, 2.2% hits;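 active = inhibition of at least 40%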;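 note: mutant grown at 25 °C; 0% = DMSO wells with yeast and 100% = wells holding no yeast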
* = called active by the depositor.

# | SMILES | APJ antag | MPTP inh | TIM10 inh | APJ ag | beta cell repl
1 | COc1ccc(N2C(=O)/C(=C/c3cccnc3)NC2=S)cc1 | 4 | 3.0 | -9 | -1 | 0
2 | CCOC(=O)CC1(NC(=O)c2cc(COc3cccc(OC)c3)on2)CCCCC1 | 0 | 6.8 | 13 | 2 | -8
3 | COc1cc(/C=N/NC(=O)Nc2ccccc2)ccc1OCCOc1ccccc1C | 24 | 3.1 | -33 | -3 | -5
4 | COc1cccc(/C=N/NC(=O)c2cc(-c3cccn3C)n[nH]2)c1O | 6 | 1.9 | -8 | -1 | -4
5 | CN(Cc1ccccc1)C(=O)COC(=O)c1ccc(-n2cnnn2)cc1 | 18 | 2.1 | 4 | -2 | 4
6 | C/C=C/c1ccc(OCCCNC)c(OC)c1 | 10 | -1.1 | -5 | -3 | 4
7 | O=C(NC(=S)Nc1ccc(Cl)c(C(=O)O)c1)c1cncc(Br)c1 | 35 | -1.2 | -2 | -4 | 2
8 | COc1ccc(CNC(=O)CCNS(=O)(=O)c2ccc(Cl)cc2)cc1 | 3 | 0.5 | 4 | -1 | -1
9 | CCN(Cc1ccccc1)S(=O)(=O)c1ccc(C(=O)Nc2nnc(C)o2)cc1 | 12 | -2.5 | 12 | 4 | -3
10 | CN1CCc2c(sc3c2C(=O)NC(c2ccc4c(c2)OCO4)N3)C1 (stereo not given) | 6 | -0.1 | 5 | -2 | -2
11 | O=C(Nc1ccc(S(=O)(=O)Nc2ccccc2)cc1)C1CC1 | -4 | 0.8 | 3 | -2 | -3
12 | N=C1C(=O)OCC1c1ccccc1NC(=O)Nc1ccccc1 (stereo not given) | 7 | -1.5 | 7 | -3 | -6

# | NLRP3 yeast inh | GRIN3A LBD mod | tim23-1 inh | tim10-1 inh
1 | 19 | 1 | -7 | 2
2 | 30 | 1 | 26 | 21
3 | -7 | -1 | -39 | 20
4 | -8 | 7 | 6 | -19
5 | 7 | 0 | 8 | -2
6 | 6 | 1 | 18 | 4
7 | 29 | -1 | 6 | -9
8 | 14 | 8 | 16 | -7
9 | 4 | -1 | 16 | 26
10 | 13 | -14 | 12 | 8
11 | 9 | -6 | 0 | 6
12 | -6 | 2 | 7 | 9

Complete entries, looked up by structure. Order of screens: APJ antag | MPTP inh | TIM10 inh | APJ ag | beta cell repl | NLRP3 yeast inh | GRIN3A LBD mod | tim23-1 inh | tim10-1 inh
O=C(NC(=S)Nc1ccc(Cl)c(C(=O)O)c1)c1cncc(Br)c1 is entered as 35 | -1.2 | -2 | -4 | 2 | 29 | -1 | 6 | -9
N=C1C(=O)OCC1c1ccccc1NC(=O)Nc1ccccc1 (stereo not given) is entered as 7 | -1.5 | 7 | -3 | -6 | -6 | 2 | 7 | 9
CN1CCc2c(sc3c2C(=O)NC(c2ccc4c(c2)OCO4)N3)C1 (stereo not given) is entered as 6 | -0.1 | 5 | -2 | -2 | 13 | -14 | 12 | 8

Just tim10-1 inh, for some of the entries so far:
cpd	mol	tim10-1 inh
7	O=C(NC(=S)Nc1ccc(Cl)c(C(=O)O)c1)c1cncc(Br)c1	-9
8	COc1ccc(CNC(=O)CCNS(=O)(=O)c2ccc(Cl)cc2)cc1	-7
9	CCN(Cc1ccccc1)S(=O)(=O)c1ccc(C(=O)Nc2nnc(C)o2)cc1	26
10	CN1CCc2c(sc3c2C(=O)NC(c2ccc4c(c2)OCO4)N3)C1 (stereo not given)	8

The list continues:
# | SMILES | APJ antag | MPTP inh | TIM10 inh | APJ ag | beta cell repl
13 | CNC(=O)c1ncoc1-c1ccc(Cl)cc1 | 11 | 0.9 | 2 | 5 | 1
14 | Cc1cc(C)n(CC(=O)N2N=C(C(F)F)CC2(O)C(F)F)n1 (stereo not given) | 10 | 0.0 | -5 | 0 | 0
15 | O=C(O)CC1C(=O)NCCN1Cc1ccc(F)c(F)c1 (stereo not given) | -11 | 0.2 | -6 | -1 | 5
16 | NC(=O)Cc1ccc(C(=O)c2ccc(Cl)cc2)s1 | -15 | -1.2 | -3 | 0 | -3
17 | CCCCN(C)CCCNC(=O)c1cn(CC)c2ccc(S(=O)(=O)N3CCOCC3)cc2c1=O | 22 | -1.1 | -1 | 4 | -1
18 | Cc1ccc(NC(=O)CN(C)Cc2nc3ccccc3c(=O)[nH]2)c(Br)c1 | -22 | -2.4 | 0 | 4 | -4
19 | CNc1nc2[nH]c(=O)c3c(c2s1)OC(N)=C(C#N)C3c1cccc(F)c1 (stereo not given) | 3 | -0.5 | 8 | -1 | -1
20 | O=C(NCCCN1CCCC1=O)c1cccc(S(=O)(=O)Nc2ccccc2Cl)c1 | 3 | -2.3 | 9 | -4 | 2
21 | CCOc1cc(C(=O)Nc2ccc3c4c(cccc24)C(=O)N3CC)cc(OCC)c1OCC | -24 | 5.9 | 14 | -3 | 0
22 | O=C(COC(=O)c1cncc(Br)c1)NCC12CC3CC(CC(C3)C1)C2 | -43 | 0.0 | 14 | -4 | 8
23 | Nn1c(SCc2cc([N+](=O)[O-])cc3c2OCOC3)nnc1-c1ccccn1 | -11 | 0.5 | 0 | -4 | -1
24 | COc1cccc(-c2c(NC(=O)c3ccco3)n(-c3ccc(C)cc3)nc(C)c2=O)c1 | 15 | -1.0 | 7 | -1 | 0

# | NLRP3 yeast inh | GRIN3A LBD mod | tim23-1 inh | tim10-1 inh
13 | 20 | -5 | -4 | -21
14 | 13 | 0 | 8 | 5
15 | 12 | 0 | 8 | 8
16 | 15 | 2 | 13 | 19
17 | 2 | 1 | 3 | -8
18 | 17 | 2 | 11 | 13
19 | -1 | -1 | 8 | -7
20 | 10 | 2 | 13 | 3
21 | 13 | -6 | 17 | 26
22 | 25 | 0 | 33 | 28
23 | 3 | 0 | 14 | 10
24 | -12 | 0 | 6 | 11

Next part:
# | SMILES | APJ antag | MPTP inh | TIM10 inh | APJ ag | beta cell repl
25 | O=C(NNS(=O)(=O)c1ccccc1)c1ccncc1 | -24 | 0.5 | -4 | -1 | -4
26 | CCOC(=O)C(NC(=O)CC)(Nc1ccc(S(=O)(=O)Nc2onc(C)c2C)cc1)C(F)(F)F (stereo not given) | 16 | 6.9 | 9 | 2 | -1
27 | CSc1cccc(CN2CCC(CCC(=O)NC3CC3)CC2)c1 | 17 | 0.3 | 4 | -1 | -2
28 | CCOC(=O)C1CCN(c2nc(-c3ccc(C)cc3)nc3ccccc23)CC1 | 2 | 12 | 23 | -5 | -6
29 | CCc1ccccc1OCCCN1CCCC1 | 12 | 1.1 | -5 | -1 | -3
30 | Cc1onc(-c2ccccc2)c1C(=O)NC(=S)NNC(=O)c1ccco1 | 10 | -1.4 | 6 | -1 | -1
31 | CC(Sc1nnc(NC(=O)c2cc3ccccc3oc2=O)s1)c1ccccc1 (stereo not given) | -68 | 3.5 | -11 | -2 | 0
32 | CCOC(=O)Cc1csc(/N=C/c2c(O)n(-c3ccc(C)cc3C)c(=O)c3ccccc23)n1 | 1 | 0.5 | 3 | -3 | 0
33 | COC(=O)C1(C)NC(c2ccc(Cl)cc2)C2C(=O)N(c3ccccc3)C(=O)C21 (stereo not given) | 4 | -0.4 | -2 | -3 | 2
34 | CCOC(=O)Cc1csc(NC(=S)NC(=O)c2ccccc2C)n1 | 13 | 1.4 | 15 | -4 | -2
35 | O=c1cc(CSc2nc3cc(Cl)ccc3o2)nc2sccn12 | 4 | 1.0 | 0 | -2 | 0
36 | CC(C)S(=O)(=O)c1csc(NC(=O)Nc2ccc(Cl)cc2)c1 | -9 | 76* | 0 | 10 | -3

# | NLRP3 yeast inh | GRIN3A LBD mod | tim23-1 inh | tim10-1 inh
25 | 15 | 1 | 20 | 3
26 | -2 | 2 | -3 | 2
27 | 18 | -1 | 9 | 7
28 | 7 | 3 | 27 | 25
29 | 28 | 0 | 3 | -8
30 | 15 | -1 | -3 | 18
31 | 10 | -1 | -21 | -8
32 | 1 | 1 | 10 | 22
33 | 18 | -3 | -3 | -9
34 | -13 | 5 | 42 | 16
35 | 19 | 6 | 29 | 24
36 | 12 | 33* | 15 | 13

The results go on:
# | SMILES | APJ antag | MPTP inh | TIM10 inh | APJ ag | beta cell repl
37 | CCOC(=O)c1sc(C)c(C(=O)NC2CCCCC2)c1N | 16 | -0.2 | 2 | 5 | -1
38 | O=C(NCCn1ccc2ccccc21)C1CCCCC1 | 6 | -2.1 | -10 | -5 | 0
39 | CNC(=O)CSc1nnc(-c2cccnc2)n1-c1ccc(C)cc1 | 14 | -1.1 | -9 | 0 | -2
40 | Cc1cc(NC(=O)C(C)Sc2nc(-c3ccccc3)cc(=O)[nH]2)no1 (stereo not given) | -12 | 2.0 | -16 | -2 | -1
41 | O=c1[nH]c2ccc(Cl)cc2c(O)c1-c1ccccc1 | 8 | -1.4 | -17 | 0 | -3
42 | CCCCCCNC(=O)c1c(O)c2ccccc2[nH]c1=O | 9 | 0.1 | 16 | 7 | 1
43 | Cn1c(=S)[nH]c2cccnc21 | -2 | -0.1 | 4 | -5 | -1
44 | CCCCCC(=O)Nc1ccc(S(=O)(=O)Nc2cc(OC)nc(OC)n2)cc1 | 13 | 0.9 | -1 | -1 | -2
45 | COc1ccc(/C=C2\SC(=O)N(CCCC(=O)Nc3cc(Cl)ccc3C(=O)O)C2=O)cc1 | 8 | 1.6 | 3 | -5 | -4
46 | Cc1cc(C)n(C(=O)CN2C(=O)c3ccccc3C2=O)n1 | -7 | -1.6 | -3 | -1 | 0
47 | Cc1ccccc1S(=O)(=O)Cc1ccc(C(=O)NC(C)c2ccc3c(c2)OCCO3)o1 (stereo not given) | -58 | -2.1 | 4 | -1 | 5
48 | O=C(NN1CCOCC1)c1ccco1 | 15 | 0.3 | 12 | -2 | 1

# | NLRP3 yeast inh | GRIN3A LBD mod | tim23-1 inh | tim10-1 inh
37 | 17 | 7 | 19 | -3
38 | 24 | -1 | -6 | 4
39 | 0 | -1 | 7 | -5
40 | 13 | 1 | 8 | 10
41 | -5 | 0 | -12 | -14
42 | 12 | 0 | -3 | -9
43 | 8 | 1 | 3 | 0
44 | 10 | -3 | -1 | -6
45 | 13 | 2 | 17 | 6
46 | 6 | -1 | 2 | -6
47 | 7 | 2 | -6 | -3
48 | 1 | -2 | 10 | 4

The listing continues.
# | SMILES | APJ antag | MPTP inh | TIM10 inh | APJ ag | beta cell repl
49 | COc1ccc(N)cc1-n1cnnn1 | -4 | 1.8 | 3 | -2 | -3
50 | CSc1ccc(CN(C)C(=O)c2cccc(S(=O)(=O)NCc3ccccc3)c2)cc1 | -3 | -0.1 | -34 | -2 | -2
51 | O=C1C=C(c2cccc3c2oc2ccccc23)C[C@@H](c2ccc(F)cc2)C1 | 3 | 2.4 | 13 | -4 | -3
52 | COc1ccc(CN2C(=O)/C(=C/c3ccncc3)SC2=S)cc1 | -26 | 9.4 | 22 | -1 | -6
53 | COc1ccc(N(CC(=O)NN=C2CCN(C)CC2)S(=O)(=O)c2ccccc2)c(OC)c1 | 1 | -0.9 | 0 | -3 | 0
54 | Cc1cc(/C=N/n2cnnc2)c(C)n1-c1cc(Cl)ccc1Cl | 17 | -0.1 | -7 | -10 | -3
55 | Cc1ccc(NC(=O)C(Cc2ccccc2)n2cccc2)cc1 (stereo not given) | -7 | 15 | 9 | 0 | -5

# | NLRP3 yeast inh | GRIN3A LBD mod | tim23-1 inh | tim10-1 inh
49 | 7 | -1 | 11 | -1
50 | 10 | 4 | -2 | 0
51 | 2 | 1 | 30 | 22
52 | 5 | 1 | 31 | 13
53 | 12 | -2 | 21 | 11
54 | 3 | -3 | 11 | 28
55 | 12 | -3 | 21 | 20
